MITF inh = inhibitors of human MITF | AlphaScreen MITF homodimerization, bead proximity signal | inhibition, % at 2.6 µM | 0.91% of 650,000 active | AID 1259374; in the data active = inhibition above about 50%;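 note: 0% = vehicle wells with protein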
Target sequence (O75030 whole entry, looked up): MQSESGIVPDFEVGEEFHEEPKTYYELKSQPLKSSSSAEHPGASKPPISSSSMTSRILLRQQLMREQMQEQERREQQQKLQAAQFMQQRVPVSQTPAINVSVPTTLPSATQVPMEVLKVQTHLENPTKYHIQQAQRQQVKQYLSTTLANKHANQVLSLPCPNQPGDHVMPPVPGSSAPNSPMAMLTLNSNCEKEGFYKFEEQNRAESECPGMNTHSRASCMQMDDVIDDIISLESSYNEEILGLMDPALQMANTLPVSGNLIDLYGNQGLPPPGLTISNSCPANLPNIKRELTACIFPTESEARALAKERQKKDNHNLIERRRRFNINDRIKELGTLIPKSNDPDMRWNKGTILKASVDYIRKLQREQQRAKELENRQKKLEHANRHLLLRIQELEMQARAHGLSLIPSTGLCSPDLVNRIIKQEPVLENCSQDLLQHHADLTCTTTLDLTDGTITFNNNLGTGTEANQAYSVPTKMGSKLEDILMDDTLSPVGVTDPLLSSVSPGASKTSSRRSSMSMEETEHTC
FBW7 activator = human FBW7 E3 ligase activation, primary screen. 0.13% of 650,000 active. Q969H0. AID 1259310. AlphaScreen FBW7–phospho-cyclin E peptide binding, activator screen. normalized activity (activation), % at 26.1 µM; in the data active = normalized activity above about 1.9%;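 note: purified mutant Fbw7 with reduced substrate affinity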
GPR151 ag = human GPR151 activation | activation, % at 11.2 µM | PathHunter beta-arrestin GPR151 cells, luminescence | AID 1508602 | 1% of 650,000 active | Q8TDV0; in the data active = activation above about 4.9%;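 note: 0% = median of compound wells and 100% = cells with positive control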
Target sequence (Q8TDV0 whole entry, looked up): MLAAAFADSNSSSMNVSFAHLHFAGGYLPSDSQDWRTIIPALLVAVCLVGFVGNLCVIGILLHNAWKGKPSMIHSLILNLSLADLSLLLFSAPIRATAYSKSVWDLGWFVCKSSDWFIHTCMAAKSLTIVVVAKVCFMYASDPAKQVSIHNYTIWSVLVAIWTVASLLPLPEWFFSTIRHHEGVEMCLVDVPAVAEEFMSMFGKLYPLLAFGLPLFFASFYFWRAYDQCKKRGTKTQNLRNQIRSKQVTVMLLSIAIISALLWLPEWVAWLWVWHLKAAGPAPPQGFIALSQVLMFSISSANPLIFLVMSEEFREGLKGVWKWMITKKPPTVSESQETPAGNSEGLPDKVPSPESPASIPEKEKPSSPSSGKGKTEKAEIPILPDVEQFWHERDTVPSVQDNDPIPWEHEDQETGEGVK
TEAD-YAP inh = TEAD-YAP interaction inhibition; HEK-TIYL cells, TEAD-Gal4/YAP UAS-luciferase luminescence; inhibition, % at 9.12 µM; 1.4% of 640,000 active; AID 1259422; in the data active = inhibition above about 32%;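 note: 0% = median of test compound wells and 100% = reference inhibitor wells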
* = called active by the depositor.

SMILES	MITF inh	FBW7 activator	GPR151 ag	TEAD-YAP inh
CC(=O)c1cccc(NC(=O)C(CC(C)C)N2Cc3ccccc3C2=O)c1 (stereo not given)	-13.1	-0.2	0.6	-2.7
O=C(Nc1ccc(-c2noc(CCc3ccccc3)n2)cc1)c1ccco1	4.0	0.4	-1.2	-59.3
COc1cc(Cl)c(C)cc1NC(=O)c1sc2ncnc(N3CCN(c4ccccc4)CC3)c2c1C	-1.7	-0.1	-1.4	-0.5
CCOc1ccccc1NC(=O)N1CCN(c2ccc(Nc3cccc(C)n3)nn2)CC1	-5.0	0.2	0.0	0.7
O=C(CSc1ncn(-c2ccccc2)n1)Nc1nncs1	18.1	0.0	-1.5	-3.2
COC(CNC(=O)c1cc(Nc2ccccc2C)nc2ccccc12)OC	6.5	-0.1	3.5	13.8
c1ccc(Nc2nc3ccccc3n3nnnc23)cc1	4.2	0.2	0.6	-30.3
CCOc1ccc(-c2nn(-c3ccccc3)cc2C2C(C(=O)OC)=C(C)NC(C)=C2C(=O)OC)cc1[N+](=O)[O-]	-17.7	-0.1	-0.4	-0.7
COC(=O)c1c(N)sc(C(=O)Nc2cccc(Cl)c2)c1C	-2.4	0.0	-5.6	71.7*
COc1ccccc1C(=O)NCCc1nc2ccccc2n1CC(C)C	12.5	0.1	-0.4	-12.2
CCc1ccc(CN(C)Cc2c(C(=O)N3CCOCC3)nc3c(C)cccn23)cc1	5.2	0.0	0.1	5.3
CCCN(CCC)C(=O)C1CC(=O)OC12CCCCC2 (stereo not given)	4.3	-0.1	-0.5	5.3
CCOc1ccc2nc3sc(C(=O)N4CCCCCC4)c(N)c3cc2c1	10.9	0.7	-0.4	-0.1
COc1cc(C2CC(=O)NC3=C2C(=O)CC(c2ccccc2Cl)C3)ccc1O (stereo not given)	6.8	0.0	1.1	5.4
COc1cc2cc(C3CC(c4ccccc4)=NN3C(C)=O)c(Cl)nc2cc1OC (stereo not given)	-0.7	-0.1	-0.6	3.6
CCOc1ccc(S(=O)(=O)N(CC(=O)OC)c2ccccc2)cc1	-4.0	0.2	-0.1	7.3
Cc1cc(C)c(NC(=O)CC#N)c(C)c1	-11.9	0.1	-0.6	-7.1
CC(/C=N/NC(=O)Cc1ccccc1)=C\c1ccccc1	5.9	-0.1	-0.1	-19.0
CC(NC(=O)COC(=O)C(CSCc1ccccc1)NC(=O)c1ccccc1)c1ccccc1 (stereo not given)	8.5	0.0	1.1	6.7
CCC(C)(C)NC(=O)CN(Cc1ccco1)C(=O)CNS(=O)(=O)c1ccc(F)cc1	20.3	0.1	-0.6	-6.5
Cc1ccc(OCC(=O)OCCOc2ccc([N+](=O)[O-])cc2)cc1	2.6	-0.1	0.0	9.0
Oc1ccc(CCNc2ncnc3nc(Nc4ccc5ncccc5c4)[nH]c23)cc1	-2.2	-0.1	-2.0	10.4
Cc1nc(N2CCN(c3ccc([N+](=O)[O-])cc3)CC2)c2c3c(sc2n1)CCC3	-1.5	-0.1	0.4	-8.3
C/C(=N/NC(=O)COc1cccc(Cl)c1)c1ccccc1O	-28.1	-0.1	0.4	5.6
O=C(CSc1nc2ccccc2c(=O)n1CC1CCCO1)c1ccccc1 (stereo not given)	1.2	0.0	-0.1	4.0

Reprinted at random: three records from the list.
SMILES	MITF inh	FBW7 activator	GPR151 ag	TEAD-YAP inh
COc1cc2cc(C3CC(c4ccccc4)=NN3C(C)=O)c(Cl)nc2cc1OC (stereo not given)	-0.7	-0.1	-0.6	3.6
CCOc1ccc(-c2nn(-c3ccccc3)cc2C2C(C(=O)OC)=C(C)NC(C)=C2C(=O)OC)cc1[N+](=O)[O-]	-17.7	-0.1	-0.4	-0.7
CC(/C=N/NC(=O)Cc1ccccc1)=C\c1ccccc1	5.9	-0.1	-0.1	-19.0

Next records:
SMILES	MITF inh	FBW7 activator	GPR151 ag	TEAD-YAP inh
CCCCSc1nnc2c(n1)OC(c1ccc(OCC(=O)O)cc1)Nc1ccccc1-2 (stereo not given)	5.5	-0.1	-0.4	-41.1
CCOc1ccccc1C(=O)N(CC#N)CC#N	23.5	1.6	-1.2	0.9
O=C(/C=C/c1cccnc1)c1cc(Br)ccc1O	5.1	-0.4	-1.1	-13.1
O=C(NCc1ccc(F)cc1)c1nn2c(C(F)(F)F)cc(-c3ccccc3)nc2c1Br	2.2	-0.1	5.9*	1.7
O=C1c2ccc([N+](=O)[O-])cc2C(=O)N1c1nccs1	5.4	0.2	1.4	0.8
Cc1cc(C)n(-c2cc(N3CCN(C(=O)c4cccc(Cl)c4)CC3)ccc2[N+](=O)[O-])n1	11.3	-0.1	3.3	15.9
OC(CN1CCCC(C(F)(F)F)C1)c1ccccc1 (stereo not given)	13.1	0.1	-2.9	-3.4
CCOc1ccc(-c2cc3cc(OC)c(OC)cc3c(Cc3ccccc3)n2)cc1	7.4	-0.3	-0.6	-1.0
COC(=O)CCNc1ncnc2scc(-c3ccc(C)cc3)c12	0.8	0.2	2.5	35.5*
COc1ccc(NC(=O)CCCC(=O)O)cc1	5.6	-0.1	-0.7	3.2
COCCNc1nc(CN2CCC(N3CCSCC3)CC2)nc2ccc(Cl)cc12	9.9	0.1	-0.9	-9.4
C/C=C(\C)c1nnc(NC(=O)C(C)C)s1	12.1	1.0	0.2	3.0
COC(=O)C1=C(N)Oc2c(oc(CO)cc2=O)C1c1ccccc1Br (stereo not given)	9.5	0.4	-1.2	15.8
Cc1nnc(NC(=O)Cn2ncn(N)c2=S)s1	5.2	0.1	1.2	-5.6
CN(CCO)c1ccc([N+](=O)[O-])cc1C(=O)O	-17.0	0.0	1.0	-0.2
COc1ccc2[nH]c3c(=O)n(CC(=O)N4CCCC4)c(=S)[nH]c3c2c1	6.2	-0.1	-0.4	7.9
Cn1cc(Cl)c(C(=O)Nc2ccc(Cl)cn2)n1	0.6	0.1	-4.1	-57.9
Cn1c(=O)[nH]c(=O)c2c1nc(N=Nc1c(O)[nH]c3ccccc13)n2CC(O)CO (stereo not given)	6.9	0.1	0.4	3.8
Cc1c(C(=O)O)ccc2c1N[C@@H](c1ccc(F)cc1)[C@H]1CC=C[C@@H]21	63.6*	-0.6	-0.2	-11.8
CCOC(=O)C1=CN(C2CCCC2)C=C(C(=O)OCC)C1c1ccccc1C	-14.4	0.3	0.5	-1.2
O=C(Nc1cc(-c2cccc(Nc3ccccc3)c2)ccn1)C1CCOC1 (stereo not given)	-2.8	-0.1	-0.8	23.8
N#CC1=C(N)SC(N)=C(C#N)C1c1ccc(F)c(F)c1	9.2	0.2	-0.2	8.1
CCOC(=O)C1=CN(c2cc(C)cc(C)c2)C=C(C(=O)OCC)C1c1ccc(Cl)c(Cl)c1	2.0	0.2	-1.0	5.0
COc1ccc(NC(=O)c2cc3c(=O)oc4ccccc4c3s2)cc1OC	13.6	0.1	-0.8	-2.1
O=C1OC(c2cccc([N+](=O)[O-])c2)=N/C1=C\c1ccc(Cl)cc1Cl	1.8	0.0	-0.6	3.0

As entered above.
`C/C=C(\C)c1nnc(NC(=O)C(C)C)s1` – FBW7 activator: 1.0
`CCOc1ccc(-c2cc3cc(OC)c(OC)cc3c(Cc3ccccc3)n2)cc1` – FBW7 activator: -0.3
`COC(=O)C1=C(N)Oc2c(oc(CO)cc2=O)C1c1ccccc1Br` (stereo not given) – TEAD-YAP inh: 15.8

More entries.
SMILES	MITF inh	FBW7 activator	GPR151 ag	TEAD-YAP inh
COc1cc2cc3c(N)c(C(=O)Nc4ccc(N(C)C)cc4)sc3nc2cc1OC	6.8	0.1	0.6	-9.3
O=C(NCCc1ccc(O)cc1)c1cccc(Nc2ccc(-n3ccnc3)cc2)c1	-9.0	0.0	-1.0	-21.7
O=C(NCCc1ccc(O)cc1)C1CCN(c2ccc(Nc3nccc4ccccc34)nn2)CC1	-6.8	-0.1	2.2	-43.2
CCCNC(=O)c1cnc(NC2CCN(Cc3ccccc3)CC2)s1	73.9*	0.1	-1.2	2.1
CCc1ccc(-c2nc(CS(=O)CC(=O)NCc3ccc4c(c3)OCO4)c(C)o2)cc1 (stereo not given)	1.6	0.7	-1.1	16.3
CC1=C(C(=O)Nc2cccc(C)c2C)C(c2ccccc2Cl)NC(=O)N1 (stereo not given)	7.9	0.1	-0.1	-1.4
COc1cccc(S(=O)(=O)NCCc2ccc(OC)c(OC)c2)c1	6.8	0.3	-0.7	-1.9
O=C(COc1ccc2c3c(c(=O)oc2c1)CCC3)c1ccc2c(c1)OCO2	4.8	0.3	-0.4	9.3
CCN(CC)c1ccc(NC(=O)c2ccc(C)cc2)cc1	6.5	-0.2	-0.6	-69.5
C/C=N/NC(=O)c1ccc(Br)cc1	2.4	0.0	0.2	-9.6
COc1ccc(CCNC(=O)c2cncc(Nc3cccnc3)c2)cc1	-0.1	-0.2	0.7	-0.1
Cc1ccc(NC(=O)CN2CCN(S(=O)(=O)c3cccc([N+](=O)[O-])c3)CC2)cc1F	-4.4	-0.1	-1.7	-7.0
Cc1sc2c(c1C)c(=O)n(-c1ccccc1)c1nnc(SCc3ccccc3)n21	3.0	-0.2	2.3	14.1
COc1ccc(Cl)cc1C(=O)Oc1cc(=O)oc2ccccc12	13.2	0.4	1.8	2.6
Cc1noc(C)c1-c1nc(NCCCN2CCCC2=O)c2ncn(-c3ccsc3)c2n1	-2.1	-0.1	-1.8	58.8*
CC1=NN(c2ccccc2)C(=O)C1N=Nc1ccccc1C (stereo not given)	10.8	0.2	0.3	-7.0
COc1ccc(/C=C2/N=C(c3ccc(OC)c(OC)c3)OC2=O)cc1OC	-17.2	0.0	2.5	-8.7
O=C(CCOc1ccccc1)Nc1cccc([N+](=O)[O-])c1	10.3	0.0	-0.1	-11.8
COc1ccc(Cn2c(SCC3OCCO3)nc3ccsc3c2=O)cc1	-1.0	0.1	2.3	-37.4
CCN(CC)S(=O)(=O)c1cccc(C(=O)N/N=C/c2cc(OC)c(O)c(OC)c2)c1	12.6	0.0	-0.5	-11.4
O=C(COc1ccc(/C=C2/NC(=O)N(c3ccccc3)C2=O)cc1)Nc1ccc(F)cc1	14.9	0.5	-0.8	2.6
O=C(Nc1ccc(N2CCOCC2)cc1)c1cc(N2CCC(N3CCOCC3)CC2)nc2ccccc12	-9.5	0.0	-1.2	-6.9
CCc1nnc(NC(=O)CSc2nnc3c(C)cc4ccccc4n23)s1	2.9	0.3	0.3	3.5
CCCCNCCCOc1ccccc1OC	16.4	0.0	0.4	8.4
Cc1ccc(C(=O)CCNc2ccc(I)cc2)cc1	8.4	0.0	2.6	7.6

Just FBW7 activator, MITF inh and TEAD-YAP inh, for four of the compounds above:
SMILES	FBW7 activator	MITF inh	TEAD-YAP inh
CCN(CC)S(=O)(=O)c1cccc(C(=O)N/N=C/c2cc(OC)c(O)c(OC)c2)c1	0.0	12.6	-11.4
O=C(COc1ccc(/C=C2/NC(=O)N(c3ccccc3)C2=O)cc1)Nc1ccc(F)cc1	0.5	14.9	2.6
O=C(Nc1ccc(N2CCOCC2)cc1)c1cc(N2CCC(N3CCOCC3)CC2)nc2ccccc12	0.0	-9.5	-6.9
CCc1nnc(NC(=O)CSc2nnc3c(C)cc4ccccc4n23)s1	0.3	2.9	3.5

The listing continues:
SMILES	MITF inh	FBW7 activator	GPR151 ag	TEAD-YAP inh
OC(COCCC12CC3CC(CC(C3)C1)C2)CN1CCN(c2ccccn2)CC1 (stereo not given)	15.2	-0.2	0.7	-4.1
Cc1cc(C)n2nc(SCC(=O)NC(C)(C)C)nc2n1	19.7	0.1	1.1	-7.1
CCOC(=O)C1(CC2CC2)CCN(Cc2ccc(OC)cc2F)CC1	1.9	0.1	2.0	-2.1
Cc1ccc(NC(=O)c2c(C)oc(-n3cccc3)c2C#N)cc1	-9.0	-0.1	0.6	-7.4
CC(C)CCn1c(SCc2ccc(F)cc2)nc2ccsc2c1=O	4.9	0.1	0.5	3.2
O=C(C1CCN(C2CCN(Cc3ccc4c(c3)OCCO4)CC2)CC1)N1CCCC1	-13.5	0.0	-0.6	3.7
C=CCn1c(C2CCCCC2)n[nH]c1=S	5.4	0.0	2.3	14.6
COc1ccccc1NC(=O)c1sc(NC(=O)c2ccc([N+](=O)[O-])cc2)c(C#N)c1C	0.3	0.2	1.5	6.7
CCN(CC)S(=O)(=O)c1cc(C(=O)Nc2ccccn2)ccc1OC	4.1	0.1	-1.0	-7.4
CCOC(=O)C1CCN(/C=C2/C(=O)NC(=S)N(c3ccc(C)c(Cl)c3)C2=O)CC1	14.6	0.1	-0.4	-5.1
O=C(Cc1ccccc1)Nc1cccc(N2C(=O)CCC2=O)c1	0.1	-0.1	0.0	6.0
Cc1cc2nnc(SCC(=O)Nc3cc(Cl)ccc3Cl)n2c2ccccc12	-0.1	0.0	0.8	12.5
CCOC(=O)c1sc(NC(=O)COc2ccc(Br)c(C)c2)c(C(=O)OCC)c1C	4.2	0.1	0.3	15.2
CC(=O)c1cccc(NC(=O)c2ccccc2C)c1	7.0	0.2	3.9	-7.0
Cc1cc(N2CCN(C)CC2)nc(SCC2COc3ccccc3O2)n1 (stereo not given)	4.7	0.2	-2.2	-3.7
COc1ccc(C2CC(=O)C3=C(C2)NC(C)=C(C(=O)OC(C)C)C3c2cc3c(cc2Cl)OCO3)cc1 (stereo not given)	0.8	0.0	-1.3	5.8
Nc1cc([N+](=O)[O-])cc2s[nH]c(=O)c12	20.5	0.3	0.7	18.2
Cc1[nH]c2ccc(F)cc2c1CCN=C(N)NS(=O)(=O)c1ccc(F)cc1	2.3	-0.3	0.4	-2.6
Cn1c(CCNC(=O)N2CCCCC2)nnc1SCc1cccnc1	-1.0	0.0	0.1	-3.9
Clc1ccc(CN2CCC(N3CCOCC3)CC2)cc1	13.6	-0.1	3.0	1.9
COc1ccc(S(=O)(=O)CCC(=O)Nc2ccc(N3C(=O)c4ccc(Cl)cc4C3=O)c(C)c2)cc1	6.3	-0.4	-0.8	-3.0

High-throughput results from PubChem BioAssay.
